Screens from PubChem BioAssay.
S1P2 agonist: activates the human S1P2 receptor | O95136 | S1P2-expressing cell line, agonist reporter read-out | activation, % at 4.5 µM | hit rate 0.46% among 97,000; in the data active means activation above about 16%;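 further: 0% = vehicle low control and 100% = maximal reference agonist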
Target sequence (O95136 whole entry, looked up): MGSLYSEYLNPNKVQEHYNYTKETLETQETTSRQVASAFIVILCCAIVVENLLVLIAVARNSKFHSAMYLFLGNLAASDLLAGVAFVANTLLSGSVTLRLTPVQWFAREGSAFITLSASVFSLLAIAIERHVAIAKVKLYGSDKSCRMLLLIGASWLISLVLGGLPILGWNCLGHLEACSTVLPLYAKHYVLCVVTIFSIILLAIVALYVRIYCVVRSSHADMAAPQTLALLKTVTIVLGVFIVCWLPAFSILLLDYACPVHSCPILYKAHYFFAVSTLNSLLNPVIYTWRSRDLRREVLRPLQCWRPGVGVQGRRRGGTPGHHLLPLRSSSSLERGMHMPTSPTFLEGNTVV
EphB4 ephrin blk: antagonists of human EphB4-ephrin-B2 interaction; hit rate 0.15% among 97,000; inhibition, % at 7 µM; P54760; EphB4 LBD / TNYL-RAW-Alexa532 peptide, fluorescence polarization;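 active means inhibition above the screen-wide mean inhibition plus 3 SD, cut at about 15% in these data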;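 further: 0% = DMSO wells and 100% = excess unlabeled TNYL-RAW peptide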
HIV Rev-RRE inh: disrupts HIV-1 Rev binding to RRE RNA; hit rate 0.79% among 97,000; AID 704; Rev peptide-RRE RNA binding, FRET; inhibition, % at 8 µM; P05866;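 active means inhibition above the screen-wide mean plus 3 SD, cut at about 35% in these data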;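 further: 0% = median DMSO wells and 100% = median Neomycin B control wells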
Target sequence (P05866 whole entry, looked up): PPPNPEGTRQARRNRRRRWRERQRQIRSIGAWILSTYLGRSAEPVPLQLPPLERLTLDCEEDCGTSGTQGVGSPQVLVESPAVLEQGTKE
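Material: labelled RRE RNA duplex and labelled Rev peptide / Buffer or medium: HEPES pH 7.5 salt buffer with EDTA / Compound dosing: single point, 8 µM final nominal compound concentration / Benchmarks: DMSO low control, neomycin B high control / Timing: 5 min preincubation and 15 min binding, 25 °C / Technique: FRET fluorescence readout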
PLK1 kinase inh: PLK1 (human) kinase inhibition | recombinant PLK1 kinase, TR-FRET peptide phosphorylation | P53350 | hit rate 0.53% among 97,000 | AID 619 | inhibition, % at 10 µM;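 active means inhibition of 50% or more in the single-concentration screen; inactive means inhibition below 50%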;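 further: 0% = DMSO max control and 100% = H-89 dihydrochloride min control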
FAK blocker: FAK (human) kinase inhibition; inhibition, %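 (tested at 7 µM)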; hit rate 0.84% among 97,000; biochemical FAK kinase activity assay; in the data active means inhibition above about 19%;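 further: 0% = DMSO and 100% = reference compound high control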
PLAP act: activates human placental alkaline phosphatase. P05187. purified PLAP enzyme, luminescent substrate read-out; active compounds read high. activation fold at 20 µM. hit rate 1.2% among 96,000. AID 696; in the data active means activation fold above about 2
Target sequence (P05187 whole entry, looked up): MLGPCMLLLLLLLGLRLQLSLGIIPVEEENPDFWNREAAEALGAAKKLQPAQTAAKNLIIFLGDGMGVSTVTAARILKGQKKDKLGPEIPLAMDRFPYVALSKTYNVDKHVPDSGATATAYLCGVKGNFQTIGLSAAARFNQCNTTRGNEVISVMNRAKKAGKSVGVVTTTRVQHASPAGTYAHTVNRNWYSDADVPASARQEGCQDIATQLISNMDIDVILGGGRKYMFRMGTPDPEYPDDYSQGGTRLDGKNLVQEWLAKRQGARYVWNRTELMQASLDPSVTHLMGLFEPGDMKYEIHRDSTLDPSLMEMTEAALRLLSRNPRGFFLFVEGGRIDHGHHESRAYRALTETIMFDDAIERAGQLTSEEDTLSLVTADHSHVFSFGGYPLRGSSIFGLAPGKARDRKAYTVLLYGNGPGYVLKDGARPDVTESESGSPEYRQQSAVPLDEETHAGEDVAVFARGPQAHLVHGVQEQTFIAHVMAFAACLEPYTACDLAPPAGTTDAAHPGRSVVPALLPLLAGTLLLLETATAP
Plk1 PBD FP: blocks phosphopeptide binding to human Plk1 polo box domain | P53350 | Plk1 PBD phosphopeptide binding, fluorescence polarization | inhibition, %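 (tested at about 20 µM)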 | hit rate 0.13% among 97,000; in the data active means inhibition above about 34%, passing the limit was not always enough
S1P2 antag: blocks the human S1P2 receptor; hit rate 0.21% among 97,000; inhibition, % at 5 µM; O95136; AID 736; cell-based S1P2 antagonist assay, inhibition at 5 uM; in the data active means inhibition above about 45%;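 further: CRE beta-lactamase reporter cells expressing human S1P2 stimulated with S1P; 0% = agonist at EC80 alone and 100% = agonist plus reference antagonist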
MT1-MMP txn act: MT1-MMP promoter transcription activation. AID 750. hit rate 0.16% among 86,000. activation factor at 10 µM. HT1080 MT1-MMP promoter luciferase reporter, luminescence, overnight; active compounds read high;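 active means activation factor of at least 2 for MT1-MMP transcription at 10 µM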
An asterisk follows results filed as active; · = no result given.

S1P2 agonist	EphB4 ephrin blk	HIV Rev-RRE inh	SMILES	PLK1 kinase inh	FAK blocker	PLAP act	Plk1 PBD FP	S1P2 antag	MT1-MMP txn act
-6.8	7.9	3.5	COc1ccccc1N1CCN(/N=C\c2ccc(C)o2)CC1	-15.7	1.7	1.2	-3.6	-1.6	·
-2.4	-2.4	-1.3	COc1cc(C)c(CN2CCCCC2CO)cc1C (stereo unspecified)	3.6	-0.4	1	-6.1	-0.3	1.2
-2.2	-8.3	9.9	CC(=O)C1C(=O)c2c(cccc2[N+](=O)[O-])C1=Nc1ccccc1C (stereo unspecified)	-4.0	-0.6	0.8	17.4	-5.3	1.1
-1.5	-2.5	-3.4	CCCOc1ccc(N2C(=O)CC(N3CCCC(C(=O)N4CCCC4)C3)C2=O)cc1 (stereo unspecified)	-7.4	1.6	1.4	-41.5	5.9	1.2
-0.4	-2.8	4.9	O=C(Cn1nc(Cc2cccnc2)c2ccccc2c1=O)NCc1ccc2c(c1)OCO2	72.3*	-0.9	0.8	6.3	-4.2	1.1
-4.1	0.1	6.7	Cc1ccc(C)c(S(=O)(=O)NCc2ccc(C(=O)N3CCCCC3C)cc2)c1 (stereo unspecified)	1.9	-1.4	1.4	-0.8	-1.4	1.1
-6.1	1.8	10.0	CCOc1ccccc1OCCOc1ccc(F)cc1	-12.1	-2.8	1	-22.7	10.3	·
-1.2	-3.4	4.3	O=C(c1ccccc1)c1cnc(Nc2ccc(Cl)c(Cl)c2)s1	-14.5	2.2	0.8	-26.2	7.8	·
-5.2	-2.9	8.6	Cc1cc2nc(SC(C)C(=O)O)[nH]c2cc1C (stereo unspecified)	-9.3	1.8	1	3.7	10.9	1.2
-3.8	-6.3	1.0	CCOC(=O)C1CCCN(C(=O)Cc2c(F)cccc2Cl)C1 (stereo unspecified)	-11.1	-0.3	1.1	0.1	1.8	1
-6.0	-10.8	1.9	CC1CCN(c2nnc(N)s2)CC1	-13.8	0.0	·	-9.0	-3.2	1
-4.7	-4.8	-2.5	O=C(NCC(c1cccnc1)N1CCN(c2ccc(F)cc2)CC1)c1ccccc1 (stereo unspecified)	-1.6	-6.5	1	11.1	17.8	1.4
-9.0	-9.9	-1.7	O=C(Nc1ccccc1-c1nc2ccccc2[nH]1)c1ccc(S(=O)(=O)N2CCCCC2)cc1	-37.9	1.2	1.1	2.7	6.2	·
-0.1	-3.4	3.6	c1ccc(-c2ccc(OCCCn3cncn3)cc2)cc1	-16.9	1.0	1	5.6	-22.5	1.4
-1.5	11.0	10.5	COc1ccccc1OCC(=O)NCc1cccs1	-8.3	15.1	0.9	-8.8	8.6	1.1
-6.4	0.5	5.2	COC(=O)C1=C(C)Nc2nnnn2C1c1cccnc1 (stereo unspecified)	-10.9	-1.0	·	-11.0	-4.7	1.2
-2.5	1.7	58.8*	COc1ccc(N=NC2=C(O)CC(C)(C)CC2=O)c(OC)c1	-27.8	-2.3	·	-44.8	5.0	1.2
-5.4	1.8	8.4	CCCOc1ccc(C(=O)Nc2ccc(Cl)cn2)cc1	1.5	0.6	0.7	-25.6	-19.0	0.9
-3.6	8.2	6.9	Cc1ccc(OCC(=O)NCc2ccccn2)c(Br)c1	-4.5	3.8	0.9	3.0	23.1	1.5
-4.5	1.0	5.3	O=C(N/N=C/C=C/c1ccco1)c1cccnc1	-12.1	-2.1	1.7	-4.5	-13.3	·
-5.4	-5.5	5.8	CC(=O)c1ccc(C#CC(C)(C)O)s1	1.8	7.3	1.1	-3.7	8.0	1
-1.0	0.8	8.8	O=C(O)c1cccc(S(=O)(=O)N2CCCC2)c1	-10.3	3.2	1	-7.5	13.4	1.1
-2.4	0.3	1.0	COc1ccc(N(CC(=O)NC2CCCCCCC2)S(=O)(=O)c2c(C)nn(C)c2C)cc1	-7.8	1.6	1.7	-16.9	-17.4	1.1
1.2	-0.1	-5.5	Fc1ccc(NC(=S)Nc2ccc(F)c(Cl)c2)cc1Cl	-5.4	0.5	1	-16.9	-17.9	·
-12.6	2.6	20.0	CCCOC(=O)c1ccc(Oc2c(-c3ccc(OC)cc3O)n[nH]c2C)cc1	-10.0	4.2	1.1	3.3	14.6	1.1
-7.6	-5.6	5.2	O=C(Nc1ccccc1)c1cnc2n(c1=O)CCS2	-11.9	2.0	0.9	-4.6	-4.7	1.6
-7.0	2.5	0.4	COc1cc2c(cc1OC)C(c1cccs1)N(C(=O)C(C)C)CC2 (stereo unspecified)	24.3	1.5	1.1	12.2	9.6	1.2
-5.2	-14.2	36.1*	CCCC1=NN2C(=N)/C(=C\c3ccc(SCc4ccco4)o3)C(=O)N=C2S1	-48.3	10.6	1.4	-38.2	-20.7	1.5
-4.1	-14.7	3.6	CC/C(=N\O)C(C)(C)/[N+]([O-])=C/c1ccc(Br)cc1	-5.5	1.5	0.9	-16.9	13.9	1
-2.5	-0.5	13.8	O=C(OCC(=O)N1N=C(c2ccc(Cl)cc2)CC1c1ccco1)c1ccccc1O (stereo unspecified)	-45.3	4.2	1.8	-29.2	-30.9	1.1

In the list so far, these have a COOH group.
S1P2 agonist	EphB4 ephrin blk	HIV Rev-RRE inh	SMILES	PLK1 kinase inh	FAK blocker	PLAP act	Plk1 PBD FP	S1P2 antag	MT1-MMP txn act
-5.2	-2.9	8.6	Cc1cc2nc(SC(C)C(=O)O)[nH]c2cc1C (stereo unspecified)	-9.3	1.8	1	3.7	10.9	1.2
-1.0	0.8	8.8	O=C(O)c1cccc(S(=O)(=O)N2CCCC2)c1	-10.3	3.2	1	-7.5	13.4	1.1

New compounds follow
S1P2 agonist	EphB4 ephrin blk	HIV Rev-RRE inh	SMILES	PLK1 kinase inh	FAK blocker	PLAP act	Plk1 PBD FP	S1P2 antag	MT1-MMP txn act
-1.3	-2.3	13.7	CCN1C(=O)C(CC(=O)Nc2ccc(Br)cc2)N(CCCc2ccccc2)C1=S (stereo unspecified)	-7.2	-9.3	1	-16.4	-22.3	·
-2.2	-2.3	15.6	C=CCn1c(N)c(-c2nc3ccccc3n2C)sc1=S	6.1	2.8	1.1	19.5	15.1	1
2.9	-4.7	8.9	Cc1cccc(OCCn2c(=O)sc3ccccc32)c1	-3.6	4.5	·	19.4	-14.4	1.7
-5.5	1.8	8.7	Fc1ccc(CSc2nnc(-c3cccs3)o2)cc1	-3.7	-3.6	0.6	-4.1	18.5	1.7
-3.6	9.6	14.5	Cc1nc(Nc2ccccc2)[nH]c(=O)c1CCC(C)C	-8.9	6.2	0.9	-14.1	3.0	1.1
-2.5	-7.6	-2.3	COC(=O)c1ccn(-c2nc(-c3ccco3)cc(C(F)(F)F)n2)n1	-0.5	-2.9	1.3	24.9	-6.9	1.1
-9.5	4.4	-1.9	CC(=O)N1CCN(c2ccc(NCc3ccc(C(C)C)cc3)cc2)CC1	0.8	7.6	1.7	1.5	-3.9	1.2
-3.1	-6.0	4.8	O=C(Nc1ccc(Cl)c(Cl)c1)Nc1cc(C(=O)N2CCOCC2)ccc1N1CCCCC1	-9.6	0.3	·	-3.7	7.8	1.1
0.0	-4.2	-1.2	CCOc1ccc(NC(=O)CSCC(=O)O)cc1	-26.7	-0.9	1	-32.2	-5.2	1.1
-8.3	4.3	4.0	COc1ccc(C(=O)Cc2cc(OC)c(OC)cc2[N+](=O)[O-])cc1	-7.4	1.9	1	15.1	-21.1	·
-4.3	0.2	2.3	O=C(COC(=O)c1cnccn1)NCCc1ccccc1	-12.7	-5.9	1.1	-9.7	7.2	1
-13.1	12.5	13.4	Cc1ccccc1NS(=O)(=O)c1ccc(NC(=O)CSCc2ccc(Br)cc2)cc1	-15.7	2.9	0.9	-6.5	-6.3	·
-5.3	-0.2	5.4	CC(C)Sc1nc2ccccc2n1CC(N)=O	4.1	-4.6	0.9	1.4	11.9	1.2
-3.8	-2.0	-0.3	Cc1ccc(-c2cccc(NC(=O)C3C4C=CC(C4)C3C(=O)O)c2)o1 (stereo unspecified)	-14.4	-0.1	1.1	-23.5	-9.4	·
-3.5	3.3	6.6	O=C(NCCC1=CCCCC1)C1CCCN(S(=O)(=O)c2cccc3cccnc23)C1 (stereo unspecified)	-8.3	0.4	1.5	-9.3	12.4	1.1
-2.5	-3.8	-0.2	Cc1cc(C)n(-c2nc(SCC(=O)Nc3nccs3)c3c4c(sc3n2)COC(C)(C)C4)n1	-10.4	-1.6	1.3	-21.5	12.7	1.2
-1.4	-4.2	12.1	CCc1nc2ccccc2c(C(=O)Oc2cccc3cccnc23)c1C	-7.0	1.6	0.9	-4.6	-8.7	·
-0.7	1.4	5.4	c1ccc2c(c1)oc1c(Nc3ccc4c(c3)OCCO4)ncnc12	-10.8	16.6	0.9	35.3	-2.8	·
-0.2	-1.7	6.0	CC(C)(CO)NCc1ccccc1OCC(=O)Nc1ccccc1	-8.7	-0.3	0.9	-8.5	1.1	1.4
-1.2	1.1	4.9	COc1ccc(CN2CC(C(=O)NCC3CCCO3)CC2=O)cc1 (stereo unspecified)	-9.2	-1.6	1	-21.8	0.2	·
-2.4	6.2	9.9	COc1ccc(CC(=O)NC(C)c2nnc(SCCOc3ccc(OC)cc3)n2C)cc1 (stereo unspecified)	-38.5	-2.2	1.1	10.5	5.2	·
-3.8	4.4	8.8	CNC(=O)c1ccsc1NC(=O)c1ccc(Cl)s1	-7.9	4.3	1	3.9	-1.5	1.2
-2.1	-4.1	6.0	COc1ccc(-c2cc(CNC(=O)CCl)on2)cc1	-0.6	1.8	0.7	-8.3	10.3	·
0.2	-0.5	-0.2	C=C(C)C1CC=C(CN2CC(C)OC(C)C2)CC1 (stereo unspecified)	-14.4	0.5	1.8	-11.4	-14.0	1
-3.3	-0.2	6.5	Cc1ccccc1-c1nc(CN2CCC(C(=O)NCc3cccnc3)CC2)c(C)o1	-13.6	-0.5	1.7	-16.8	-25.4	1.1
-3.5	2.6	7.0	O=C(NCc1ccccn1)c1ccc(Cl)s1	-10.1	3.0	1	-12.4	16.8	1.1
-4.8	4.5	-8.5	OCCNc1nc(Nc2ccccc2)nc2ccccc12	-5.2	2.7	·	-1.8	10.9	1.2
-3.8	8.2	5.5	O=C(c1ccc(F)cc1)N1CCC(O)(c2cccnc2)CC1	-2.8	-0.3	1	0.2	23.5	1.2
-2.8	16.4*	28.7	COc1ccc(Cn2nnnc2C(c2cc3ccc(OC)cc3[nH]c2=O)N2CCC(C)CC2)cc1 (stereo unspecified)	9.2	-0.1	1.4	-16.0	-14.2	1.2
-3.8	-0.3	9.1	NCCCN1CCOCC1	-6.4	-2.6	1	7.2	-11.9	1

Some of the entries so far, with values under each structure:
Below each compound: S1P2 agonist, EphB4 ephrin blk, HIV Rev-RRE inh, PLK1 kinase inh, FAK blocker, PLAP act, Plk1 PBD FP, S1P2 antag, MT1-MMP txn act
O=C(COC(=O)c1cnccn1)NCCc1ccccc1
 : -4.3, 0.2, 2.3, -12.7, -5.9, 1.1, -9.7, 7.2, 1
Cc1ccccc1NS(=O)(=O)c1ccc(NC(=O)CSCc2ccc(Br)cc2)cc1
 : -13.1, 12.5, 13.4, -15.7, 2.9, 0.9, -6.5, -6.3, ·
CC(C)Sc1nc2ccccc2n1CC(N)=O
 : -5.3, -0.2, 5.4, 4.1, -4.6, 0.9, 1.4, 11.9, 1.2

Following part.
S1P2 agonist	EphB4 ephrin blk	HIV Rev-RRE inh	SMILES	PLK1 kinase inh	FAK blocker	PLAP act	Plk1 PBD FP	S1P2 antag	MT1-MMP txn act
-3.4	-1.2	3.4	CCCC(=O)Nc1ccc(Sc2ccc([N+](=O)[O-])cc2)cc1	-15.7	8.0	0.8	3.5	3.7	·
-1.1	-2.2	5.7	O=C1CN(C(=O)c2cc(Br)c(Br)s2)c2ccccc2N1	-5.7	2.0	1.1	-13.0	-35.4	1
-3.2	-2.2	1.5	COc1ccc2c(=O)c(N3C(=O)c4ccccc4C3=O)coc2c1	-17.9	1.8	1	-7.2	1.8	1.1
17.6*	-1.3	10.6	Cc1cc(NCCOCCO)n2ncc(-c3ccc(Cl)cc3)c2n1	-11.3	2.7	1.5	-16.2	-41.7	1.2
-3.0	-5.8	-4.9	CCn1cc(C2=NOC(C(=O)Nc3cccc(C(C)=O)c3)C2)c(C)n1 (stereo unspecified)	-8.0	-2.9	1	17.1	12.6	1
-6.3	-9.9	3.4	CSc1nsc(SC)c1C(=O)Nc1ccc(C)cc1	-8.6	0.2	0.8	-3.6	-4.6	1.1
